# SMARCA2 act = activators of SMARCA2 function | 370,000 tested, 1% active | activation, % at 9.1 µM | AID 652017 | MG213 cells, MMTV-luciferase reporter, dexamethasone, overnight; in the data active means activation above about 7.8%;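 further: 0% = vehicle wells and 100% = reference activator wells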
# PG9 binder = small molecules binding HIV-1 gp120 antibody PG9; TR-FRET gp120-PG9 antibody binding; inhibition, % at 6.7 µM; 360,000 tested, 0.43% active; in the data active means inhibition above about 8.5%
# NR1D1 modulator = modulates human Rev-erb alpha binding to DNA | P20393 | Rev-erbα–FITC-DNA binding, fluorescence polarization, 90 min | activity, % at 10 µM | 370,000 tested, 0.79% active;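 active means activity above about 14%, limit read from the data; passing the limit was not always enough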;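 further: 0% = DMSO wells with 35 nM protein and 100% = DMSO wells with 750 nM protein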
# GC-A act = GC-A (human) enzyme activation; P16066; activation, % at 10 µM; HEK293 GC-A cells, cGMP TR-FRET, EC30 ANP; 0% at EC30 ANP, 100% saturating ANP; 370,000 tested, 0.14% active; AID 1671463; in the data active means activation above about 40%
# mABHD4 FP = inhibitors of mouse ABHD4 | Q8VD66 | purified mABHD4, FP-Rh probe fluorescence polarization | inhibition, % at 8.92 µM | 370,000 tested, 0.54% active | AID 720543;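 active means inhibition exceeding the mean over every tested compound plus 3 SD, cut at about 30% in these data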;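 further: 0% = plate median of compound wells and 100% = S159A mutant with DMSO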
#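 Assay system: mouse ABHD4 enzyme, wild type / Also added: fluorescent activity-based probe FP-Rh / Doses: single nominal dose of 8.92 µM, 0.89% DMSO final / Timing: 45 min compound pre-incubation plus 60 min probe step, 25 °C / Signal: FP readout, ex 525 nm / em 598 nm / Control set: S159A mutant/DMSO as 100%, compound-well median as 0%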
# ASAP1 GAP inh = ASAP1 ArfGAP inhibition. Q9ULH1. ASAP1-stimulated ARF1 GTP hydrolysis, GDP FP detection. inhibition, % at 16.5 µM. 360,000 tested, 0.19% active. AID 624377; in the data active means inhibition above about 25%;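 further: 0% = vehicle with enzyme and substrate and 100% = no enzyme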
# Target sequence (Q9ULH1 325-724 limits assumed): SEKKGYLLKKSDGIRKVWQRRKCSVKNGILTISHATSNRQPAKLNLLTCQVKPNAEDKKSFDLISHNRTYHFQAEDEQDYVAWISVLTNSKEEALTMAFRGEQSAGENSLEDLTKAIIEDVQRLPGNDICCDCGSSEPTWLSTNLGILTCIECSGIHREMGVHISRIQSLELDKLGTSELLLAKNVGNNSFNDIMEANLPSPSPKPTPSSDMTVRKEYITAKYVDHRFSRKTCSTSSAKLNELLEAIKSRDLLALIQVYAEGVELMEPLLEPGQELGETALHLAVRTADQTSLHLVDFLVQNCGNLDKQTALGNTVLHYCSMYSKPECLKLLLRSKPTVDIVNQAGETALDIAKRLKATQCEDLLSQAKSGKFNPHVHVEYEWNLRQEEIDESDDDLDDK
# ARFGAP1 inhibitor = rat ARFGAP1 inhibition | Q62848 | Arfgap1-stimulated ARF1 GTP hydrolysis, GDP FP detection | inhibition, % at 16.5 µM | 360,000 tested, 0.26% active;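 active means inhibition above a per-plate limit, mean inhibition of low control wells plus 3 SD, cut at about 25% in these data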;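 further: 0% = DMSO wells with enzyme and 100% = wells lacking Arfgap1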
# Target sequence (Q62848 1-136 limits assumed): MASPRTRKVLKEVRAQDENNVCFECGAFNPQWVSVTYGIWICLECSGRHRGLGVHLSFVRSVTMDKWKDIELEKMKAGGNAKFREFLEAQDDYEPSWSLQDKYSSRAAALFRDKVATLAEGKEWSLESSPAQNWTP
#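 Material: truncated rat Arfgap1 GAP domain; Incubation: compound-enzyme preincubation 20 min, reaction 120 min, detection 60 min, 25 °C; Read-out: percent inhibition of Arfgap1-stimulated GTP hydrolysis; Technique: FP, GDP Alexa 633 tracer displaced from anti-GDP antibody, 620/688 nm; Controls: No-Arfgap1 wells (100%) versus DMSO full-reaction wells (0%); Replication: single well per compound.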
# rCAG RNA binder = binds r(CAG) RNA repeats; r(CAG) RNA repeat, TO-PRO-1 dye displacement fluorescence; inhibition, % at 3 µM; 370,000 tested, 1.3% active; AID 651821;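 active means inhibition above the plate cutoff, the mean of all test compounds on that plate plus 3 SD, cut at about 35% in these data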;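 further: 0% = DMSO alone and 100% = 100 µM mitoxantrone as full dye displacement; higher means more dye released from RNA so lower well fluorescence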
# GC-B act = GC-B (human) receptor activation; P20594; HEK293-GC-B cells, CNP EC30, cGMP TR-FRET; 0% at EC30 CNP, 100% saturating CNP; activation, % at 10 µM; 370,000 tested, 0.11% active;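 active means activation at 10 µM reaching about 35% in either raw or pattern-adjusted values, limit read from the data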
# HTRA1 inh = inhibitors of human serine peptidase HTRA1 | AID 504803 | Q92743 | 340,000 tested, 0.5% active | recombinant HTRA1, FP-rhodamine activity-based probe, fluorescence polarization | inhibition, % at 5.96 µM; in the data active means inhibition above about 36%;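 further: 0% = enzyme with DMSO and 100% = wells lacking enzyme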
# Target sequence (Q92743 whole entry, looked up): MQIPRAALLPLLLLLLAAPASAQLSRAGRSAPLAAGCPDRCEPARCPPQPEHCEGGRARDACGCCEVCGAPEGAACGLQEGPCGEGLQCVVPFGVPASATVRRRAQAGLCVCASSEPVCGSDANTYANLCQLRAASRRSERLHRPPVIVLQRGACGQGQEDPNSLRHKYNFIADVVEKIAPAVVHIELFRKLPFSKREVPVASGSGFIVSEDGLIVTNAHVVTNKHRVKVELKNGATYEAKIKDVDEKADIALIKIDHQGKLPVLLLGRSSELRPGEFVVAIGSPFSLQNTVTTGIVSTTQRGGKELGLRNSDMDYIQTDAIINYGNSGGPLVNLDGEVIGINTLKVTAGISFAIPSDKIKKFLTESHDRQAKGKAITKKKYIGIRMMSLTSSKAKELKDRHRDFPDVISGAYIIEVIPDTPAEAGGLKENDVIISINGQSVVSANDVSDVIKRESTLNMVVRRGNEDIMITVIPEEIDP
# Active calls of the source: *; / = no result given; & = joins results of further samples.
SMILES,SMARCA2 act,PG9 binder,NR1D1 modulator,GC-A act,mABHD4 FP,ASAP1 GAP inh,ARFGAP1 inhibitor,rCAG RNA binder,GC-B act,HTRA1 inh
NNC(=O)CP(=O)(c1ccccc1)c1ccccc1,-4.3,1.4,-1.0,2.3,-2.9,-15.0,14.1,-0.3,4.9,4.3
CC(C)(CO)C(O)C(=O)NCCCO (stereo not given),-4.6,1.6,-5.3&1.6,3.6,7.1,4.9,-0.5,3.6,4.8,5.2
CCOC(=O)NNc1nncc2ccccc12,0.5,-3.1,-5.4&-1.3,3.0,-3.0,-14.3,4.5,0.7,-1.9,0.4
NC(=NCc1ccccc1)NC(=O)c1nc(Cl)c(N)nc1N,-1.3,0.0,-3.9,13.2,0.8,-6.9,8.2,4.4,-2.2,1.1
COc1ccc(/C=N/NC(=O)c2ccncc2)cc1OC,-2.6,0.9,1.5,0.9,-0.2,-16.5,-3.2,-2.7,3.3,0.9
O=c1cc(-c2ccc(O)cc2)oc2cc(O[C@@H]3O[C@H](CO)[C@@H](O)[C@H](O)[C@H]3O[C@@H]3OC[C@](O)(CO)[C@H]3O)cc(O)c12,0.1,0.9,-0.2,1.6,8.7,5.0,14.6,8.2,2.3,5.3
C[C@@H]1C[C@H]2[C@@H]3C[C@H](F)C4=CC(=O)C=C[C@]4(C)[C@@]3(F)[C@@H](O)C[C@]2(C)[C@@]1(O)C(=O)COC(=O)C(C)(C)C,-2.8,0.3,-2.6,-4.1,-9.2,-4.3,13.0,2.1,-1.0,0.9
Cc1cccc2c1NC(=O)/C2=C\C(=O)c1cccs1,3.5,-4.0,-1.2,6.6,13.3,3.5,10.6,16.9,-1.4,-3.7
CN(C)CCOc1ccccc1Cc1ccccc1,5.6,-0.2,0.9,-0.7,1.1,6.0,6.8,1.4,-1.5,5.7
COc1cc([C@H]2Oc3cc([C@H]4Oc5cc(O)cc(O)c5C(=O)[C@@H]4O)ccc3O[C@@H]2CO)ccc1O,-0.4,1.0,5.7&3.6,5.1,-7.1,-4.2,4.1,9.3,0.9,7.7
Nc1c2c(nc3ccccc13)CCCC2O (stereo not given),-0.7,-0.2,7.1,5.7,0.1,12.4,-2.0,-0.7,2.1,-0.9
CCCCC1C(=O)N(c2ccccc2)N(c2ccccc2)C1=O,-3.7,0.1,-1.7&-0.4,1.5,-0.7,-1.8,12.6,6.1,0.3,0.3
COC(=O)C1=CO[C@@H](OC2OC(CO)C(O)C(O)C2O)[C@@H]2[C@@H](C)[C@@H](O)C[C@H]12 (stereo not given in full),-0.1,0.6,-7.4,-1.0,5.7,-5.5,7.4,0.7,-1.8,8.3
C/C=C(/C)C(=O)OC1c2c(ccc3ccc(=O)oc23)OC(C)(C)C1OC(=O)/C(C)=C\C (stereo not given),0.7,1.1,-1.2,-9.0,-29.7,-3.0,3.8,1.0,-2.3,-48.0
CCCCCCCCCCCC(=O)O,0.2,0.8,2.3,5.0,6.0,-12.7,1.2,7.3,-0.6,4.7

# Not a retest: an excerpt of the list.
SMILES,SMARCA2 act,PG9 binder,NR1D1 modulator,GC-A act,mABHD4 FP,ASAP1 GAP inh,ARFGAP1 inhibitor,rCAG RNA binder,GC-B act,HTRA1 inh
NNC(=O)CP(=O)(c1ccccc1)c1ccccc1,-4.3,1.4,-1.0,2.3,-2.9,-15.0,14.1,-0.3,4.9,4.3
CC(C)(CO)C(O)C(=O)NCCCO (stereo not given),-4.6,1.6,-5.3&1.6,3.6,7.1,4.9,-0.5,3.6,4.8,5.2
CCOC(=O)NNc1nncc2ccccc12,0.5,-3.1,-5.4&-1.3,3.0,-3.0,-14.3,4.5,0.7,-1.9,0.4
NC(=NCc1ccccc1)NC(=O)c1nc(Cl)c(N)nc1N,-1.3,0.0,-3.9,13.2,0.8,-6.9,8.2,4.4,-2.2,1.1
COc1ccc(/C=N/NC(=O)c2ccncc2)cc1OC,-2.6,0.9,1.5,0.9,-0.2,-16.5,-3.2,-2.7,3.3,0.9
O=c1cc(-c2ccc(O)cc2)oc2cc(O[C@@H]3O[C@H](CO)[C@@H](O)[C@H](O)[C@H]3O[C@@H]3OC[C@](O)(CO)[C@H]3O)cc(O)c12,0.1,0.9,-0.2,1.6,8.7,5.0,14.6,8.2,2.3,5.3
C[C@@H]1C[C@H]2[C@@H]3C[C@H](F)C4=CC(=O)C=C[C@]4(C)[C@@]3(F)[C@@H](O)C[C@]2(C)[C@@]1(O)C(=O)COC(=O)C(C)(C)C,-2.8,0.3,-2.6,-4.1,-9.2,-4.3,13.0,2.1,-1.0,0.9

# Additional results follow:
SMILES,SMARCA2 act,PG9 binder,NR1D1 modulator,GC-A act,mABHD4 FP,ASAP1 GAP inh,ARFGAP1 inhibitor,rCAG RNA binder,GC-B act,HTRA1 inh
CCCOC(=O)c1ccc(O)cc1,-2.1,0.5,-0.6&7.0,3.6,0.8,2.9,-9.4,0.7,3.0,-4.6
C/C=C(/C)C(=O)O[C@@H]1c2cc(OC)c(OC)c(OC)c2-c2c(cc3c(c2OC)OCO3)C[C@H](C)[C@]1(C)O,0.1,0.6,-0.8,-19.7,-0.2,-7.6,11.3,-2.4,-20.0,-4.6
CCCCCCCC/C=C\CCCCCCCC(=O)O,1.6,2.0,-12.1,2.4,2.7,3.4,3.6,26.2,0.4,2.4
Cc1cccc(C)c1NC(=O)C1CCCCN1C (stereo not given),-7.0,-0.4,-0.7&7.2,-1.1,-4.0,-1.5,-11.7,0.2,0.9,3.2
Cc1[nH]c2ccccc2c1/C=N/NC(N)=S,-1.7,-1.1,-0.5,-2.9,5.8,-7.4,-4.8,0.0,-2.0,-1.5
CC(O)CC(=O)O (stereo not given),-2.1,-1.1,-1.5,4.4,-10.8,-0.5,11.7,-5.5,-6.1,4.0
CCn1cc(C(=O)O)c(=O)c2cc(F)c(N3CCNCC3)nc21,-0.2,-1.0,-2.1&-4.3,3.5,-6.7,1.0,0.8,2.4,2.6,2.4
CCCCOc1ccc(CC(=O)NO)cc1,-1.9,-1.4,-5.5&8.6,7.2,13.4,-8.7,6.3,1.2,3.9,7.3
CC[C@]1(O)C[C@@H]2CN(CCc3c([nH]c4ccccc34)[C@@](C(=O)OC)(c3cc4c(cc3OC)N(C)[C@H]3[C@@](O)(C(=O)OC)[C@H](OC(C)=O)[C@]5(CC)C=CCN6CC[C@]43[C@@H]65)C2)C1,-0.4,-2.1,1.2,-6.6,2.8,-9.0,-6.0,8.1,-0.7,9.0
COc1ccc(/C=C/C(=O)O)cc1,0.9,0.4,-5.1&0.3,-2.0,3.9,-2.6,5.3,-1.6,-0.9,-7.0
COc1ccc2nc(NC(=O)Nc3ccccc3)sc2c1,0.0,-0.5,-11.4,4.8,-2.0,-4.8,11.2,43.1*,-3.9,-4.9
Cc1cc(C)cc(OCC2CNC(=O)O2)c1 (stereo not given),-1.4,-2.4,9.5&-4.8,3.1,3.6,-13.6,6.5,-0.4,0.0,0.1
CNc1c2c(nn1C)CCCC2,-3.2&-5.7,-1.5&-2.0,-0.3&-7.1,2.2&-3.9,-8.0&-1.9,-0.8&2.1,2.5&-14.5,2.1&-1.9,-0.4&2.3,5.0&6.7
COc1ccc(-n2[nH]c3c(cnc4ccccc43)c2=O)cc1,-0.2,-2.9,-1.4,5.2,5.6,10.0,-3.7,3.0,-3.1,/
COc1c(O)cc2c(c1O)[C@@H]1OC(CO)C(O)C(O)[C@H]1OC2=O (stereo not given in full),-4.0,-0.4,2.3,-0.8,-0.6,-4.9,1.0,4.1,-1.1,3.1
NC(N)=NC(=O)Cc1c(Cl)cccc1Cl,-4.2,-1.0,1.9,-0.5,-0.6,3.0,-8.9,1.1,-1.2,3.0
C=C1c2cccc(O)c2C(O)=C2C(=O)[C@]3(O)C(O)=C(C(N)=O)C(=O)[C@@H](N(C)C)[C@@H]3[C@@H](O)[C@H]12,-0.4,1.1,-41.2&-33.6&-57.6,-0.2,79.1*,-3.3,-11.8,84.7*,-6.9,53.4*
CC12CCC(=O)C=C1CCC1C2CCC2(C)C1CC[C@]2(O)C(=O)CO (stereo not given in full),-4.2,3.2,4.0,0.9,2.8,-10.0,0.1,-6.1,-2.0,4.9
COc1ccc2ccc(=O)oc2c1,-0.1,0.5,10.0,0.0,-1.0,4.5,3.6,0.3,6.9,3.0
COC(c1ccccc1)(c1ccccc1)C(Oc1nc(C)cc(C)n1)C(=O)O (stereo not given),-2.2,0.6,-4.0,-2.2,9.4,15.5,-1.8,0.5,-1.3,1.4
CC(=O)Nc1ccccc1,-0.5,-1.1,-5.8&1.9,3.9,-9.5,-11.6,-1.5,0.9,5.0,0.8
COc1c(O)cc2c(c1O)[C@@H]1O[C@H](CO)[C@@H](O)[C@H](O)C1OC2=O (stereo not given in full),-0.2,0.4,2.4,3.3,-5.2,5.8,6.7,2.1,4.0,3.3
CC1OC(CC(=O)O)CC2=C1C(=O)c1c(O)cccc1C2=O (stereo not given),-12.6,12.7*,-1.9,13.4,39.8*,47.0*,-17.6,11.6,1.7,19.2
Nc1ncnc2nc[nH]c12,-2.5&-1.0&3.2,0.1&-0.2&-0.6,-2.9&-1.2&-0.4&6.1,1.7&2.7&5.0,-0.6&2.6&2.1,6.6&2.5&5.1,-2.8&5.7&0.2,0.8&1.3&-0.7,0.6&-2.1&0.9,0.0&5.7&-4.3
O=C(O)CNC(=O)c1ccccc1,0.1&-1.9,-2.8&0.4,7.0&-1.4&-2.2,5.9&3.0,1.4&-10.0,3.1&6.9,-16.1&13.7,1.0&4.2,-2.5&5.2,4.0
COc1cc2nc(N3CCN(C(=O)[C@H]4COc5ccccc5O4)CC3)nc(N)c2cc1OC,-0.6,-0.7,2.1,6.4,2.9,-5.6,-2.6,-0.9,4.9,10.4
COc1ccc(CN2CCN(C(c3ccc(F)cc3)c3ccc(F)cc3)CC2)c(OC)c1OC,-4.3,0.1,-0.5,-5.6,-2.8,-5.0,1.1,3.0,0.4,-11.4
O=C(O)/C=C/c1ccc(O)cc1,0.8,-2.1,0.9,5.1,-2.0,3.3,10.7,-0.9,0.5,-2.4
O=C(Nc1ccc(C(=O)O)c(O)c1)c1ccccc1,-0.7,-1.2,-4.7&-0.3,1.7,2.5,6.3,2.7,1.6,-1.4,2.6
O=C(O)C(O)C(O)C(O)C(O)C(=O)O (stereo not given) (tested in a mixture with another compound),-4.3,0.9,9.3,1.3,4.8,1.8,-12.9,3.2,5.5,2.6
CCc1c2c(nc3ccc(OC(=O)N4CCC(N5CCCCC5)CC4)cc13)-c1cc3c(c(=O)n1C2)COC(=O)[C@]3(O)CC,3.0,1.8,-1.4,17.6,0.5,-1.1,14.3,1.8,6.9,3.6
O=c1ccn([C@H]2C[C@H](O)[C@@H](CO)O2)c(=O)[nH]1,2.0,-1.9,0.2,2.0,-4.8,8.3,7.6,1.3,0.2,-3.4
O=C1Cc2c([nH]c3ccc([N+](=O)[O-])cc23)-c2ccccc2N1,12.6*,-1.5,-23.4,1.8,-0.7,-5.8,0.6,5.1,-1.5,-3.1
Cn1c(=O)c2c(ncn2CCO)n(C)c1=O,-7.2,-0.8,2.9,5.5,7.5,-7.1,-11.5,0.8,6.1,4.7

# This is a subset; the hit share may differ from the screen's.
